# Bioassay records (PubChem BioAssay)
# PAFAH2 inh – PAFAH2 (human) inhibition; Q99487; recombinant PAFAH2, FP-rhodamine activity probe, fluorescence polarization; inhibition, % at 3.39 µM; 340,000 compounds, 0.99% hits; AID 492956;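 active = inhibition above the mean over all tested compounds plus 3 SD, cut at about 30% in these data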;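 also: inhibitors block probe labeling of enzyme so polarization drops; 0% = enzyme with DMSO and 100% = wells lacking PAFAH2 protein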
# pPAFAH FP inh – pPAFAH (human) enzyme inhibition; Q13093; recombinant pPAFAH, FP-rhodamine probe fluorescence polarization; inhibition, % at 3.39 µM; 330,000 compounds, 1.5% hits; AID 463082;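 active = inhibition above the mean inhibition across the screen plus 3 SD, cut at about 25% in these data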;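 also: inhibitors block binding of the rhodamine activity-based probe so polarization drops; 0% = enzyme with DMSO and 100% = wells lacking pPAFAH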
# PAFAH1B2 inh – inhibitors of human PAFAH1B2; P68402; recombinant PAFAH1B2, FP-rhodamine activity probe, fluorescence polarization; inhibition, % at 3.39 µM; 340,000 compounds, 1.2% hits; AID 492953;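 active = inhibition above the mean of all tested compounds plus 3 SD, cut at about 24% in these data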;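 also: 0% = enzyme with DMSO and 100% = wells lacking PAFAH1B2; many of its hits are not listed in these tables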
# GSTO1 counter – blocks human GSTO1 in RBBP9 counter-screen; P78417; recombinant GSTO1, activity-based probe fluorescence polarization; inhibition, % at 5.96 µM; 300,000 compounds, 1.1% hits; AID 1974;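 active = inhibition above the campaign mean inhibition plus 3 SD, cut at about 35% in these data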;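 also: 0% = GSTO1-1 with DMSO and 100% = wells lacking GSTO1-1 enzyme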
# Target sequence (P78417 whole entry, looked up): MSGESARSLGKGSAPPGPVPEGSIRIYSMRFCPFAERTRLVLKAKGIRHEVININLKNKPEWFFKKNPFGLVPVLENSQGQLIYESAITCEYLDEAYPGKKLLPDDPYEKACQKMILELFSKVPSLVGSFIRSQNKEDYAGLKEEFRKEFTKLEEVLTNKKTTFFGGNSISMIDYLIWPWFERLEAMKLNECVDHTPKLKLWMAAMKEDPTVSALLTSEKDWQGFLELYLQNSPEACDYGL
# PAFAH1B3 FP inh – PAFAH1B3 (human) inhibition | 340,000 compounds, 0.28% hits | inhibition, % at 3.39 µM | recombinant PAFAH1B3, FP-rhodamine probe, fluorescence polarization | Q15102;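 active = inhibition above the screen-wide average of all tested compounds plus 3 SD, cut at about 25% in these data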;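 also: 0% = enzyme with DMSO only and 100% = wells lacking PAFAH1B3 protein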
# Fam108B counter – Fam108B inhibition, counter-screen for RBBP9 inhibitors; recombinant Fam108B, FP-Rh probe fluorescence polarization; inhibition, % at 9.51 µM; 300,000 compounds, 0.33% hits;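 active = inhibition above the screen mean inhibition plus 3 SD, computed separately per campaign, cut at about 18% in these data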;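 also: inhibitors lower polarization as less probe binds the enzyme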
# LYPLA1 inh – LYPLA1 (human) inhibition in PME1 counter-screen; recombinant LYPLA1, FP-Rh probe fluorescence polarization; AID 2174; 320,000 compounds, 0.16% hits; O75608; inhibition, % at 5.9 µM;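 active = inhibition above the mean of all tested compounds plus 3 SD, set per campaign, cut at about 14% in these data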;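 also: inhibitors block serine hydrolase probe labeling of LYPLA1 so polarization falls; 0% = enzyme with DMSO and 100% = wells lacking LYPLA1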
# Target sequence (O75608 whole entry, looked up): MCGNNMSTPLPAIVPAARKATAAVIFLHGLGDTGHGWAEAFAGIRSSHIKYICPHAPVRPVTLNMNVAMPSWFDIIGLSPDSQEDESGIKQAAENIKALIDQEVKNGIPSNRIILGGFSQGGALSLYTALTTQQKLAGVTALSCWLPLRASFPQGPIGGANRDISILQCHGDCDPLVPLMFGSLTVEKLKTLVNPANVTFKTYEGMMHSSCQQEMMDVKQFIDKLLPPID
# PME-1 primary – PME-1 (human) inhibition; 320,000 compounds, 0.53% hits; recombinant PME-1, FP-Rh probe fluorescence polarization; inhibition, % at 5.9 µM; Q9Y570;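 active = inhibition above the campaign mean of all compounds plus 3 SD, cut at about 26% in these data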;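 also: competitive labeling of PME-1 active site by serine hydrolase directed probe; 0% = PME-1 with DMSO and 100% = wells lacking PME-1 enzyme; inhibitors block probe labeling so polarization falls and inhibition rises; many of its hits are not listed in these tables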
# Target sequence (Q9Y570 whole entry, looked up): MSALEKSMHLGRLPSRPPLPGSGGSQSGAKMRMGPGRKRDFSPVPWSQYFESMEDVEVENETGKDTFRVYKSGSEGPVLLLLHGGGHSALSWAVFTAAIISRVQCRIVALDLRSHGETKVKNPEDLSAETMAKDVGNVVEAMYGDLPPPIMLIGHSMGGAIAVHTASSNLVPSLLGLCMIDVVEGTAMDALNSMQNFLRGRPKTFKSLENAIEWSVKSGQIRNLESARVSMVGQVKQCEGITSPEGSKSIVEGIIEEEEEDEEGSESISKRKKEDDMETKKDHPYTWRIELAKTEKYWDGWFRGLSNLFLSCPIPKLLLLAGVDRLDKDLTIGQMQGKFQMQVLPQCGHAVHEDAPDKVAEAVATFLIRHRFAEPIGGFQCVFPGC
# PAD4 inh – PAD4 (human) enzyme inhibition; Q9UM07; recombinant PAD4, RCA probe fluorescence polarization; inhibition, % at 6.36 µM; 330,000 compounds, 0.41% hits;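 active = percent inhibition above a cutoff equal to the mean of all tested compounds plus 3 SD, cut at about 15% in these data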;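 also: 0% = PAD4 with RCA probe and DMSO and 100% = probe without PAD4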
# An asterisk follows results filed as active; x = no result given. An excerpt; the hit share may differ from the screen's.
SMILES,PAFAH2 inh,pPAFAH FP inh,PAFAH1B2 inh,GSTO1 counter,PAFAH1B3 FP inh,Fam108B counter,LYPLA1 inh,PME-1 primary,PAD4 inh
COc1ccc(C(=O)N2CC3(CC(c4cccc(NC(=O)COc5ccc(Cl)cc5)c4)=NO3)C[C@@H]2C(N)=O)cc1 (stereo partly drawn),-17,1,-1,-4,-4,-6,-9,-15,-7
CC(C)(C)c1nc(SCC(=O)Nc2nc3c(s2)CCCC3)c2ccccc2n1,4,-5,7,-1,9,-9,-1,0,-1
CCC(C)NS(=O)(=O)c1ccc(NC(=O)CCC2CCCCC2)cc1 (stereo not drawn),6,11,-4,-5,4,1,1,-1,-3
CC1=NN2C(=N)/C(=C\c3cc(C)n(Cc4ccccc4)c3C)C(=O)N=C2S1,x,9,x,-42,x,2,1,3,-2
Cc1ccc2nc(-c3ccc(NC(=O)CN4CCN(c5ccccn5)CC4)cc3)sc2c1,x,6,x,0,x,0,-4,-1,-5
CC(=O)Nc1ccc(C(=O)Nc2ccc(S(=O)(=O)N3CCCCC3)cc2)cc1,-14,3,0,-2,3,-5,-4,-8,4
O=C(COc1ccc(Br)cc1)NCCNC(=O)c1ccccn1,1,2,8,4,12,1,1,3,1
CC(NCC1(N2CCOCC2)CCCCC1)C(=O)N1CCc2ccccc21 (stereo not drawn),1,0,5,1,-1,3,1,3,3
Cc1cccc(OCCC(=O)NNC(=O)Cn2nc(C)cc2C)c1,5,-1,4,x,-2,x,x,x,-4
O=[N+]([O-])c1ccccc1S(=O)(=O)Nc1cccnc1,-5,4,0,4,2,4,2,-1,0
COc1ccc(C(=O)Nc2cc(C)c3c(=O)oc4ccccc4c3n2)cc1,-4,1,-2,-2,10,0,-5,-1,3
Cc1cccc(C)c1-n1nnnc1-c1cnccc1C(F)(F)F,5,4,-1,2,1,0,1,9,0
COc1ccc(-c2nc(NC(=O)Cn3ccc(C(F)(F)F)n3)sc2C)cc1,-11,-1,2,2,9,2,-2,4,0
Oc1ccc(-c2csc(-c3cccnc3)n2)cc1O,1,24,3,59*,-1,-4,-2,-6,5
CC(C)CC(c1nnnn1C1CCCCC1)N1CCN(c2ncccn2)CC1 (stereo not drawn),3,-11,-1,-1,3,-3,-2,-6,3

# The list goes on; it opens with the 2 that closed the last part.
SMILES,PAFAH2 inh,pPAFAH FP inh,PAFAH1B2 inh,GSTO1 counter,PAFAH1B3 FP inh,Fam108B counter,LYPLA1 inh,PME-1 primary,PAD4 inh
Oc1ccc(-c2csc(-c3cccnc3)n2)cc1O,1,24,3,59*,-1,-4,-2,-6,5
CC(C)CC(c1nnnn1C1CCCCC1)N1CCN(c2ncccn2)CC1 (stereo not drawn),3,-11,-1,-1,3,-3,-2,-6,3
COc1cccc(C(=O)NC2CC(C)(C)Cc3c2cnn3-c2cccc(F)c2)c1OC (stereo not drawn),-1,0,5,-4,-1,1,-2,2,-3
O=C(Cn1cc(C(=O)C(F)(F)F)c2cc(Br)ccc21)N1CCOCC1,-7,0,-5,0,-9,10,0,7,6
CN(C(=O)c1ccc(Br)o1)C1(C)CCS(=O)(=O)C1 (stereo not drawn),2,5,2,0,-3,0,2,-3,1
CCOC(=O)N1CCN(S(=O)(=O)c2cc(Br)cc3c2N(C(C)=O)C(C)C3)CC1 (stereo not drawn),-2,4,5,-2,7,-3,-6,5,-2
Cc1ccc(SCC(=O)OCC(=O)N(CC(C)C)C2CCS(=O)(=O)C2)cc1C (stereo not drawn),-1,0,13,6,4,-4,0,1,-3
COc1cccc(NC(=O)NC2(C(=O)N3CCC(O)CC3)CCCCC2)c1,-13,5,0,0,8,1,0,-5,-1
C1CN(CCN2CCOCC2)CCN1,-1,4,-1,1,10,1,0,2,1
COc1ccc(CNCC(O)(c2ccc(F)cc2)c2ccc(F)cc2)cc1OC,-4,1,4,-1,4,-1,0,0,-1
O=C(O)CSc1cc(NS(=O)(=O)c2ccc(Cl)cc2)c2ccccc2c1O,36*,12,51*,88*,52*,28*,4,28*,31*
O=S(=O)(O)c1cccc2c(N=Nc3ccc(O)c4ncccc34)cccc12,66*,92*,41*,65*,64*,50*,8,24,6
COC(=O)c1ccc2c(=O)n(CCCN3CCCC3=O)c(=S)[nH]c2c1,1,5,2,-2,1,-1,0,0,-1
CCS(=O)(=O)c1nc(S(=O)(=O)c2ccc(C)cc2)c(N2CCCC(C)C2)s1 (stereo not drawn),7,6,14,-6,6,0,5,5,-5
CN(C(=O)CSc1nc2c(cnn2-c2ccccc2)c(=O)[nH]1)C1CCS(=O)(=O)C1 (stereo not drawn),x,5,x,-1,x,0,2,2,1
CC(=O)Oc1ccc(N2C(=O)CCC2=O)cc1,3,-3,4,4,2,0,2,-3,3
Cc1ccnc(NCc2c(O)ccc3ccccc23)c1,-5,4,9,-4,-2,0,-2,8,3
COc1ccc(Cl)cc1/C=C1/C(=O)ON=C1C,-2,-1,2,8,-1,-2,0,-1,1
CCOc1ccc(S(=O)(=O)N(C)c2ccc(OCC(=O)OCc3c(C)noc3C)cc2)cc1,-8,-4,10,2,2,6,-2,11,0
CCCOc1ccc(/C=C/C(=O)NCc2ccccc2)cc1,-4,2,-3,-3,9,4,1,-2,0
Cc1ccc(N(CC(O)CN2CCCCC2)S(=O)(=O)c2ccc(C)cc2)cc1 (stereo not drawn),5,2,5,8,2,-3,0,2,-8
Cc1ccc2nc(C)cc(Nc3ccc([N+](=O)[O-])cc3)c2c1,x,2,x,0,x,-16,-10,-24,-14
O=c1oc2cc([N+](=O)[O-])ccc2nc1/C=C(O)/C=C/c1ccccc1,x,7,x,15,x,1,-1,-3,-3
CC(=O)N1CCN(S(=O)(=O)c2ccc(S(=O)(=O)NC3CC3)cc2)CC1,3,7,-1,9,6,1,6,-7,-8
C/C(=N\NC(=O)C(=O)Nc1cc(C)ccc1C)c1ccncc1,1,-2,6,6,1,-1,0,3,2
COc1oc(-c2ccccc2C)nc1C(F)(F)F,9,5,6,8,1,-2,-2,3,-4
CCC(=O)N(CCc1ccc(S(N)(=O)=O)cc1)C1CC(=O)N(c2ccc(OC)cc2)C1=O (stereo not drawn),-9,2,-2,1,-3,2,1,-7,1
Cc1ccc(Cl)cc1NC(=O)COC(=O)C1CCCC1,28,6,11,-7,4,0,-3,-2,-3
COc1ccc(Br)cc1/C=N/NC(=O)CN1CCN(Cc2ccccc2)CC1,2,2,7,2,4,4,-2,-4,1
c1ccc(-c2nc3c([nH]2)CCc2nonc2-3)cc1,1,-2,5,-11,5,3,2,-2,-3
CC(=O)Nc1ccc(NC(=O)CCN2C(=O)C3CC=CCC3C2=O)cc1 (stereo not drawn),4,-3,0,x,8,x,2,-3,0
C=CCC[C@H](Cc1ccc(F)cc1)C(=O)OC[C@@H](C)NC(=O)[C@H](CC=C)CC(=O)N(CCO)Cc1ccccc1,8,15,3,x,2,x,x,x,-4
CCOCc1nnc(NC(=O)c2cc(C(=O)OC)cc([N+](=O)[O-])c2)s1,6,3,5,-1,6,1,0,-1,6
C#CC[N+](C)(C)CC#Cc1ccc(Cl)cc1,-1,5,-2,-2,14,-5,4,2,2

# Of the compounds above, 13 contain four or more nitrogen atoms.
SMILES,PAFAH2 inh,pPAFAH FP inh,PAFAH1B2 inh,GSTO1 counter,PAFAH1B3 FP inh,Fam108B counter,LYPLA1 inh,PME-1 primary,PAD4 inh
COc1ccc(C(=O)N2CC3(CC(c4cccc(NC(=O)COc5ccc(Cl)cc5)c4)=NO3)C[C@@H]2C(N)=O)cc1 (stereo partly drawn),-17,1,-1,-4,-4,-6,-9,-15,-7
CC(C)(C)c1nc(SCC(=O)Nc2nc3c(s2)CCCC3)c2ccccc2n1,4,-5,7,-1,9,-9,-1,0,-1
CC1=NN2C(=N)/C(=C\c3cc(C)n(Cc4ccccc4)c3C)C(=O)N=C2S1,x,9,x,-42,x,2,1,3,-2
Cc1ccc2nc(-c3ccc(NC(=O)CN4CCN(c5ccccn5)CC4)cc3)sc2c1,x,6,x,0,x,0,-4,-1,-5
Cc1cccc(OCCC(=O)NNC(=O)Cn2nc(C)cc2C)c1,5,-1,4,x,-2,x,x,x,-4
Cc1cccc(C)c1-n1nnnc1-c1cnccc1C(F)(F)F,5,4,-1,2,1,0,1,9,0
COc1ccc(-c2nc(NC(=O)Cn3ccc(C(F)(F)F)n3)sc2C)cc1,-11,-1,2,2,9,2,-2,4,0
CC(C)CC(c1nnnn1C1CCCCC1)N1CCN(c2ncccn2)CC1 (stereo not drawn),3,-11,-1,-1,3,-3,-2,-6,3
CN(C(=O)CSc1nc2c(cnn2-c2ccccc2)c(=O)[nH]1)C1CCS(=O)(=O)C1 (stereo not drawn),x,5,x,-1,x,0,2,2,1
C/C(=N\NC(=O)C(=O)Nc1cc(C)ccc1C)c1ccncc1,1,-2,6,6,1,-1,0,3,2
COc1ccc(Br)cc1/C=N/NC(=O)CN1CCN(Cc2ccccc2)CC1,2,2,7,2,4,4,-2,-4,1
c1ccc(-c2nc3c([nH]2)CCc2nonc2-3)cc1,1,-2,5,-11,5,3,2,-2,-3
CCOCc1nnc(NC(=O)c2cc(C(=O)OC)cc([N+](=O)[O-])c2)s1,6,3,5,-1,6,1,0,-1,6
